All columns: NCI-60 one-dose screen, growth in % after 48 h at 10 µM unless noted; 100 = growth as untreated, 0 = no growth, -100 = all killed.
SF-295 – SF-295 CNS cancer cells; actives 5.6% (n = 79,000)
PC-3 – PC-3 prostate cancer cells; actives 3.9% (n = 80,000); AID 1794754
SN12C – SN12C renal cancer cells; actives 3.8% (n = 81,000); AID 1794767
DU-145 – DU-145 prostate cancer; actives 4.2% (n = 81,000); AID 1794760
UO-31 – UO-31 renal cancer | actives 5.2% (n = 81,000) | AID 1794768
SF-268 – SF-268 CNS cancer cells | actives 3.1% (n = 82,000)
786-0 – 786-0 renal cancer cells; actives 5.1% (n = 81,000)
U251 – U251 CNS tumor cells; actives 5.4% (n = 80,000)
SF-539 – SF-539 CNS cancer. actives 6.8% (n = 81,000). AID 1794752
* marks the source's active call; other numbers are inactive results; / = no result given; & = joins results of further samples; ! = a repeat was not active. Rule for the calls: active = growth percent below 10; inactive = the rest.

Start of the data: the first three compounds, ahead of the listing:
SMILES	SF-295	PC-3	SN12C	DU-145	UO-31	SF-268	786-0	U251	SF-539
Cc1c(O)cc(-c2cnc(Nc3ccc(Cl)cc3)s2)c(O)c1C	96	74	92	109	76	95	106	90	96
COc1cccc(-n2cc(C#N)c(N)c2C(=O)c2ccc(C)cc2)c1	97	109	107	112	77	108	100	96	101
CCOc1cc2ncc(C#N)c(Nc3ccc(OCc4cccc(F)c4)c(Cl)c3)c2cc1NC(=O)CCCCC1CCSS1 (stereo unspecified)	106	84	89	97	56	96	89	82	108

Results, repeating the preview:
SMILES	SF-295	PC-3	SN12C	DU-145	UO-31	SF-268	786-0	U251	SF-539
Cc1c(O)cc(-c2cnc(Nc3ccc(Cl)cc3)s2)c(O)c1C	96	74	92	109	76	95	106	90	96
COc1cccc(-n2cc(C#N)c(N)c2C(=O)c2ccc(C)cc2)c1	97	109	107	112	77	108	100	96	101
CCOc1cc2ncc(C#N)c(Nc3ccc(OCc4cccc(F)c4)c(Cl)c3)c2cc1NC(=O)CCCCC1CCSS1 (stereo unspecified)	106	84	89	97	56	96	89	82	108
NC(=O)C1(Nc2ccccc2Cl)CCCC1	108	85	97&97	107&114	98&76	117&108	111&102	102&91	97&100
CC(=O)c1cccc(N=NN(C)C)c1	95	109	105	106	81	100	96	/	106
CC(C)CCSc1nc(-c2ccc(F)cc2)c(C#N)c(N2CCN(C)CC2)n1	101	65	89	94	51	83	66	78	93
CC(=O)N1N=C(c2nc3ccccc3[nH]2)CC1c1cc(-c2cc3ccccc3o2)n(-c2ccccc2)n1 (stereo unspecified)	90	94	93	100	86	99	96	110	99
O=C(Nc1cc(Cl)cc(Cl)c1)Nc1cc(Cl)cc(Cl)c1	-48*	0.4*	-34*	15	-8.2*	9.6*	-1.4*	-23*	-46*
COc1ccccc1C1CCCCC1	105	139	107	102	75	102	102	102	106
CC(=O)OCC1OC(OC(C)=O)C(NC(=O)NS(=O)(=O)c2ccc(CCNC(=O)c3cc(Cl)cc(Cl)c3)cc2)C(OC(C)=O)C1OC(C)=O (stereo unspecified)	100	98	100	108	77	96	107	98	95
CCCCCCCCN(CCCCCCCC)CC(O)c1cc(Cl)ccc1OC (stereo unspecified)	77	72	75	82	52	84	73	79	78
NNC(=O)c1cccc(N)c1	97	97	110	115	92	103	102	98	100
Nc1nc2c(N=Nc3ccc(Br)cc3)c(N)nn2c(-c2ccc(F)cc2)c1-c1nc2ccccc2s1	89	101	92	110	94	94	90	93	78
O=C(O)c1ccccc1N=N/C(=N\Nc1cc(S(=O)(=O)O)ccc1O)c1ccccc1	108	93	104	108	75	98	105	106	94
COc1cc(Cl)cc(-c2nn(-c3cccc(NC(=O)c4ccc(N5CCOCC5)c(C(F)(F)F)c4)c3)cc2-c2ccncc2)c1	2.6*	29	80	93	41	67	43	32	52
CCOC(=O)c1c(/N=N/N2CCCC2)[nH]c2cnccc12	89	100	89	110	100	102	99	99	97
COc1ccc(/C=N/Nc2nc3c([nH]2)c(=O)n(C)c(=O)n3C)cc1	119	104	101	114	95	108	85	102	/
Nc1nc2ncc(CNc3ccc(C(=O)N[C@@H](CCC(=O)O)c4nn[nH]n4)cc3)nc2c(=O)[nH]1	101&94	91&93	101&102	104&103	85&82	98&98	109&100	96&104	101&93
CC1(C)[C@H](O)CC[C@]2(C)[C@@H]1CC[C@@]13C[C@@H](CC[C@H]12)[C@@](O)(CO)C3	103	111	103	117	94	108	-45*	108	106
OC(c1ccccc1)(c1ccccc1)C(F)(F)F	107	88	95	109	98	83	106	109	101

7 records drawn at random from those above:
SMILES	SF-295	PC-3	SN12C	DU-145	UO-31	SF-268	786-0	U251	SF-539
CC(=O)c1cccc(N=NN(C)C)c1	95	109	105	106	81	100	96	/	106
Cc1c(O)cc(-c2cnc(Nc3ccc(Cl)cc3)s2)c(O)c1C	96	74	92	109	76	95	106	90	96
COc1ccc(/C=N/Nc2nc3c([nH]2)c(=O)n(C)c(=O)n3C)cc1	119	104	101	114	95	108	85	102	/
Nc1nc2ncc(CNc3ccc(C(=O)N[C@@H](CCC(=O)O)c4nn[nH]n4)cc3)nc2c(=O)[nH]1	101&94	91&93	101&102	104&103	85&82	98&98	109&100	96&104	101&93
Nc1nc2c(N=Nc3ccc(Br)cc3)c(N)nn2c(-c2ccc(F)cc2)c1-c1nc2ccccc2s1	89	101	92	110	94	94	90	93	78
O=C(O)c1ccccc1N=N/C(=N\Nc1cc(S(=O)(=O)O)ccc1O)c1ccccc1	108	93	104	108	75	98	105	106	94
COc1cccc(-n2cc(C#N)c(N)c2C(=O)c2ccc(C)cc2)c1	97	109	107	112	77	108	100	96	101

(next part)
SMILES	SF-295	PC-3	SN12C	DU-145	UO-31	SF-268	786-0	U251	SF-539
N#CC(CCc1ccncc1)c1ccccc1 (stereo unspecified)	97	88	99	104	61	100	95	/	99
Cc1cc(=O)oc2cc(Oc3nc(-c4cccs4)cn4c(-c5cccs5)cnc34)ccc12	47	53	74	55	60	76	/	48	60
Cc1ccc(N2C(=O)CCSC2=S)cc1	104	95	92	105	84	99	103	98	96
CCNC(=O)Oc1ccc(/C(=C(/CC)Cc2ccccc2)c2ccc(OCCN3CCCC3)cc2)cc1	102	75	93	104	84	93	91	92	97
O=c1oc2ccccc2cc1-c1cs/c(=N/N=C\c2ccc(Cl)cc2)n1/N=C/c1ccc(Cl)cc1	107	96	99	107	90	95	92	97	102
CCn1nc(-c2ccccn2)c2cccnc2c1=S	78	38	/	97	77	95	106	74	89
CC12CCC(O1)C1C(=O)OC(=O)C12 (stereo unspecified)	98	103	88	109	91	104	106	102	97
CSc1ncc(-c2ccc3c(c2)COC3(CCCN(C)C)c2ccc(F)cc2)cn1 (stereo unspecified)	88	78	86	91	62	84	89	73	82
O=C(O)c1cc(N=C2C=CC(=C(c3ccccc3)c3ccc(Nc4ccc(Cl)c(C(=O)O)c4)cc3)C=C2)ccc1Cl	103	105	110	117	75	104	104	92	92
COc1cc2c(cc1OC)-n1c(cnc1-c1ccccc1)N1NCC(=O)C=C21	95	114	97	103	81	100	107	100	95
CC1CCCC(C)N1CCOc1cc([N+](=O)[O-])ccc1C#N (stereo unspecified)	100	93	/	114	89	100	99	104	102
COc1cc(-c2nc(-c3ccccc3)[nH]c2-c2ccnc(NCCCNS(=O)(=O)c3ccc(C(F)(F)F)cc3)n2)ccc1Cl	23&13	20&15	50&49	59&53	35&46	49&38	36&33	40&41	55&66
C=CCn1cc(-c2nc3ccccc3s2)c2cc(-c3ccc4c5c(cccc35)C(=O)N(CCO)C4=O)ccc21	91	84	89	107	63	91	98	97	104
COCOc1cc2oc(C(=O)N[C@@H](Cc3ccccc3)C(O)C(=O)NCc3ccccc3)c(C)c(=O)c2cc1OCOC (stereo partly specified)	89	101	52	53	87	66	14	41	25
c1coc(-c2cnc3ccccc3n2)c1	120	100	105	123	80	114	120	96	119
NCCNc1nc2ccccc2c2c(=O)c3cccc(F)c3sc12	92	63	48	37	41	62	77	44	59
C[C@]12CCCC[C@@H]1CC[C@@H]1[C@@H]2CC[C@@]2(C)[C@H]1CC[C@H]2[N+](=O)[O-]	98	107	109	113	96	109	105	111	103
O=c1c2cc(F)ccc2sc2c(N3CCOCC3)nc3ccccc3c12	104	98	100	114	77	105	100	102	98
COc1cc(CN2CC3(Cc4c(C(C)(C)C)nn(-c5ccccc5)c42)C(=O)c2ccccc2C3=O)cc(OC)c1OC	100	85	112	115	89	108	109	111	/
CCOC(=O)c1ccc2n1CCCc1cnc(N)nc1-2	99	93	99	107	79	98	106	104	88
CCc1cccc(CC)c1NC(=O)c1sc2nc3c(cc2c1N)CCCC3	46	63	84	99	58	83	88	73	74
Cc1ccn2c(C(=O)NCc3ccc(OCc4cn(Cc5ccccc5)nn4)cc3)c(C)nc2c1	93	97	84	116	74	98	99	103	97
Clc1nnc2ccc(N3CCC(c4ccccc4)CC3)nn12	86	72	84	86	53	101	85	94	91
Cc1onc(C(=O)NNC(=O)Nc2ccc(Cl)cc2)c1C(=O)N1CCN(C(c2ccccc2)c2ccccc2)CC1	93	83	101	100	95	91	96	93	96
C[n+]1ccccc1/C=C\c1ccccc1Cl	106	84	109	106	85	94	110	104	105
FC(F)(F)c1cc(-c2cnc(Cl)nc2NC2CCCCCC2)cc(C(F)(F)F)c1	93	82	89	114	84	99	99	87	114
O=C(Cn1nnc2ccccc21)N/N=C/c1c[nH]c2ccccc12	44	62	46	81	52	58	58	39	52
CSc1nn(-c2ccccc2)c2ncnc(Oc3ccccc3C)c12	98	88	88	95	69	88	95	91	89
Cc1ccc(C(=O)CSc2nnc3sc(Nc4ccc(F)cc4)nn23)cc1	99	100	103	111	89	98	100	100	98
Cc1cccc(C)c1NC(=O)n1c(=O)cc(C)c2ccc(O)cc21	109	100	99	108	85	95	104	106	101
C=CC(=O)Nc1ccc(Oc2nccc(Nc3nnc(-c4ccc(C)cc4)s3)n2)cc1	57	53	84	78	56	78	71	83	83
N#C/C(=C\n1ccc(=O)[nH]c1=S)c1nc2ccccc2s1	102	96	102	105	82	103	100	100	105
CC(CCc1ccccc1)NCC(O)c1ccc(O)c(C(N)=O)c1 (stereo unspecified)	102	103	97	122	85	108	108	96	112
COc1ccc(-c2cn(-c3ccccc3)c(-c3ccccc3)n2)cc1OC	95	/	72	-23*	52	48	84	29	80
CC(C)=NNC(=O)c1ccc([N+](=O)[O-])cc1	99	92	94	108	85	100	104	100	102
CCCN1/C(=C(\C#N)C(=O)OCC)Sc2c1nc(C)[nH]c2=O	95	87	88	126	101	119	94	100	93
COc1ccc(-n2nc(C(=O)NCC(=O)O)nc2-c2ccccc2)cc1	107	103	105	111	88	99	102	107	97
N#Cc1ccc(OC(=O)Nc2c(Cl)cc(Cl)cc2Cl)cc1	108	99	98	111	83	112	100	104	92
CC1COc2c(N3CCN(C)CC3)c(F)cc3c(=O)c(C(=O)N/N=C/c4c[nH]c5ccccc45)cn1c23 (stereo unspecified)	101	95	91	103	71	89	105	105	90
OCC#CCOCC(O)CCl (stereo unspecified)	/	105	104	102	96	100	93	/	100

Arranged by formula weight (highest first): part of the list above.
SMILES	SF-295	PC-3	SN12C	DU-145	UO-31	SF-268	786-0	U251	SF-539
O=C(Cn1nnc2ccccc21)N/N=C/c1c[nH]c2ccccc12	44	62	46	81	52	58	58	39	52
C[n+]1ccccc1/C=C\c1ccccc1Cl	106	84	109	106	85	94	110	104	105
CC(C)=NNC(=O)c1ccc([N+](=O)[O-])cc1	99	92	94	108	85	100	104	100	102

More structures
SMILES	SF-295	PC-3	SN12C	DU-145	UO-31	SF-268	786-0	U251	SF-539
C=CCC(=O)N[C@@H](/C=C/C(=O)OCC)Cc1ccc(-c2cc(Cl)cc(Cl)c2)cc1	56	38	80	69	47	70	83	58	87
Cc1nc2ccc(Cl)cn2c1-c1nnc(SCc2ccc(Br)cc2)o1	103	94	86	103	59	94	79	89	84
Oc1nc(NCCc2ccccc2)sc1/C=C1\C=Nc2ncccc21	23&19	26&19	16&34	21&15	25&37	8.9*!	9.0*!	7.6*!	0.4*
CN(C)CC1(C)COC(c2ccccc2)(c2ccccc2)OC1	104	105	99	105	91	101	106	104	101
Cn1c(=O)c2[nH]c(CO)nc2n(C)c1=O	101&100	96&93	106&114	107&103	99&102	99&96	96&105	110&100	97&98
CN1C2CCC1/C(=C\c1ccc(Cl)cc1)C1=C2[C@@H](c2ccc(Cl)cc2)C(C#N)=C(N)O1 (stereo partly specified)	98	82	94	95	66	85	93	/	94
CC(C)CCC[C@@H](C)[C@H]1CCC2C3=CCC4C(=O)C=CC(=O)C4C3CC[C@@]21C (stereo partly specified)	-61*	9.0*	20	27	-68*	20	-5.7*	11	-26*
Cc1ccc(-n2c(-c3ccccc3)c(-c3ccccc3)c3c(SCC(=O)n4[nH]c(N)cc4=O)ncnc32)cc1	89	79	99	108	72	107	97	87	96
O=C(O)c1ccc(-n2cc(/C=N/Nc3ccc([N+](=O)[O-])cc3)c(-c3ccccc3)n2)cc1	84	86	101	91	66	88	104	97	88
